TAAR1 antag: human TAAR1 antagonists, primary screen, Fluo-8 calcium fluorescence, CHO RD-HGA16 cells; AID 624466, 2012; Trace amine-associated receptor 1 (Homo sapiens), Q96RJ0; antagonist; inhibition, % at 3 µM; 360,000 compounds, 1.5% hits;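 active means inhibition above a per-plate cutoff, the mean inhibition of test compounds on that plate plus 3 SD, cut at about 49% in these data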;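 further: 0% = DMSO plus EC80 beta-PEA response and 100% = DMSO alone without agonist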
Target sequence (Q96RJ0 whole entry, looked up): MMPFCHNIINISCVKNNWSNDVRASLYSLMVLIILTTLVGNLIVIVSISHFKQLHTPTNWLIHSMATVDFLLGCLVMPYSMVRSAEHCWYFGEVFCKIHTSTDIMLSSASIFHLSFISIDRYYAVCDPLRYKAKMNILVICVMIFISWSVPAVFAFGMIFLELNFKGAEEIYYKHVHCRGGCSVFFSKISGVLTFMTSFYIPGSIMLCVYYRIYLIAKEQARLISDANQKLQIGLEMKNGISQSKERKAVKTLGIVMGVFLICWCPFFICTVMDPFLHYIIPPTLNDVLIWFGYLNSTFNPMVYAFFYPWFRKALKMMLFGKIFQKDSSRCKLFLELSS
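System: RD-HGA16 CHO cells with stable hTAAR1 and Gα16 | Probe or stimulus: EC80 β-phenethylamine stimulus | Dosing: 3 µM, single point | Times: Dye loading 75 min at 37 °C, then 30 min room temperature | Measured by: Fluo-8 calcium-sensitive fluorescence | Read-out basis: % inhibition of agonist calcium response | Replicates: n of 1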
M1 antag: human M1 muscarinic receptor antagonists, primary screen, CHO-K1 cells, Fluo-8 calcium fluorescence, 1536-well; Muscarinic acetylcholine receptor M1 (Homo sapiens), P11229; CHO-K1 hM1, ACh EC80 antagonist; inhibition, % at 3 µM; 360,000 compounds, 1.3% hits; AID 588852, 2011;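 active means percent inhibition above its own plate's cutoff, namely the mean of that plate's compound wells plus 3 SD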;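 further: peak over basal fluorescence ratio during 140 s after agonist addition; 0% = ACh EC80 plus DMSO and 100% = DMSO alone without agonist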
CHO-K1 Ca ag: counter-screen for M1 agonists: effect in parental CHO-K1 cells | Fluo-8 calcium fluorescence; scaled to maximal ATP response, vehicle zero | activation, % at 3 µM | 360,000 compounds, 0.48% hits; in the data active means activation above about 15%;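 further: untransfected CHO-K1 host cells lacking M1 receptor as counterscreen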
OXTR potentiate: human OXTR potentiators, primary screen, fluorescence, CHO-OTR cells, Fluo-8 calcium; Oxytocin receptor (Homo sapiens), P30559; Fluo-8 calcium fluorescence, potentiator mode; 0% = oxytocin EC15, 100% = EC100; activation, % at 3 µM; 320,000 compounds, 0.061% hits; AID 2445, 2010;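 active means activation above that plate's cutoff, the mean activation of tested compounds plus 3 SD, cut at about 6.6% in these data, passing the limit was not always enough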;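 further: 100% uses oxytocin at 75 nM as the full agonist control; some results filed as inactive read as strong as hits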
Target sequence (P30559 whole entry, looked up): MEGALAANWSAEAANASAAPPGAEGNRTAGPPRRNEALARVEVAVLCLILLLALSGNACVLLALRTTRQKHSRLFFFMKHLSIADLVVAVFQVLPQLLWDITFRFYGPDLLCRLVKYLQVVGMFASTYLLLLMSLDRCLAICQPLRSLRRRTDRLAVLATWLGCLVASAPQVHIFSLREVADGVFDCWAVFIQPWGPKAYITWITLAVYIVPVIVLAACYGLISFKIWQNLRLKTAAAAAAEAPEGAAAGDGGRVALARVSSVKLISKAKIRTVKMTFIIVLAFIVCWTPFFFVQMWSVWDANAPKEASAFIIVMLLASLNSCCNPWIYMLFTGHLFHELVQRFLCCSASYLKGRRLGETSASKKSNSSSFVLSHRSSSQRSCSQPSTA
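Assay system: CHO-OTR cells, human receptor / Also added: oxytocin at about EC15, sub-maximal agonist stimulus / Dosing: single dose, 3.0 µM nominal final compound concentration / Incubation: 6 min pre-incubation, 100 s read / Technique: Fluo-8 calcium dye fluorescence / Read-out: % activation vs EC15 and EC100 oxytocin / Benchmarks: EC15 oxytocin low, 75 nM oxytocin high / Replicates: singlicate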
M1 PAM parental: nonselective calcium activators in parental CHO-K1 cells, primary screen, counter-screen for M1 PAM project, cell-based, Fluo-8 calcium fluorescence, full deck, 1536-well; ATP EC20; 0% at ATP EC20, 100% at ATP max; activation, % at 3 µM; 360,000 compounds, 0.02% hits;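 active means activation above the run cutoff, the mean activation of all test compounds plus 3 SD, cut at about 40% in these data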;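 further: peak over basal fluorescence ratio in a 140 s read after ATP addition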
CHO-K1 Ca antag: M1 antagonist counterscreen hit in parental CHO-K1 cells; AID 602250; inhibition, % at 3 µM; 360,000 compounds, 0.6% hits; ATP-induced calcium, Fluo-8 fluorescence;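 active means inhibition above a per-plate cutoff, the plate's mean sample inhibition plus 3 SD, cut at about 24% in these data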;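 further: 0% = DMSO plus EC80 ATP and 100% = DMSO alone without ATP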
CHO parental Ca: ATP-evoked calcium signal inhibitors, parental CHO, primary screen, counter-screen for OX1R antagonist project, cell-based, fluorescence, Fluo-8 calcium dye; parental CHO-K1, ATP-induced calcium, Fluo-8 fluorescence; inhibition, % at 5.6 µM; 330,000 compounds, 0.63% hits;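 active means inhibition above that plate's mean sample inhibition plus 3 SD, cut at about 26% in these data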;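 further: 0% = ATP-challenged DMSO wells and 100% = DMSO wells without ATP; some compounds past the cut are filed as inactive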
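Material: parental CHO cells / Compound: single nominal dose of 5.6 µM per compound / Signal: Fluo-8 fluorescence / Replicates: singlicate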
TAAR1 ag: human TAAR1 agonists, primary screen, Fluo-8 calcium fluorescence, CHO RD-HGA16 cells; vehicle wells 0%, saturating PEA agonist 100%; Trace amine-associated receptor 1 (Homo sapiens), Q96RJ0; 360,000 compounds, 0.99% hits; activation, % at 3 µM;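 active means activation above the mean activation of all test compounds in the run plus 3 SD, cut at about 38% in these data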
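Test system: RD-HGA16 (CHO) cells co-expressing Gα16 and hTAAR1 / Benchmarks: DMSO vehicle as 0%, PEA at EC100 as 100% / Repeats: no replicates (n 1) / Measure: % activation from peak over basal fluorescence ratio, DMSO-to-PEA scaled / Timing: 17-24 h plating, Fluo-8 75 min 37 °C, 30 min RT / Technique: kinetic Fluo-8 calcium fluorescence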
CHRM1 agonist: human M1 muscarinic receptor agonists, primary screen, Fluo-8 calcium fluorescence, CHO-K1 cells, HTS. CHO-K1 hM1, agonist mode; 0% DMSO, 100% acetylcholine EC100. activation, % at 3 µM. 360,000 compounds, 0.33% hits. AID 588814, 2011;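 active means activation above the run's mean compound activation plus 3 SD, cut at about 16% in these data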;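 further: peak over basal fluorescence ratio within a 140 s kinetic read after compound addition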
Active calls of the source: *; / = not tested or not shown.

Sequence of screens: TAAR1 antag	M1 antag	CHO-K1 Ca ag	OXTR potentiate	M1 PAM parental	CHO-K1 Ca antag	CHO parental Ca	TAAR1 ag	CHRM1 agonist
N[C@@H](Cc1ccc(O)cc1)c1nnc([C@H](CC(=O)O)NC(=O)C2CCNCC2)o1
→ 0	-5	-0.2	-4	9	-6	1	10	0
O=C(CS(=O)(=O)c1ccccc1)Nc1nc2ccccc2s1
→ -22	10	4.3	-10	9	-4	-1	8	-2
Cc1ccccc1-n1c(C)nnc1SCC(=O)NC1CCCc2ccccc21 (stereo not drawn)
→ -16	9	0.5	-3	-7	5	-25	0	-3
COc1ccc(S(=O)(=O)Cc2ccc(C(=O)NCc3ccccc3)o2)cc1
→ -17	2	5.2	-2	-2	-9	-3	2	-1
COC(=O)c1ccc(CN2C(=O)C3CCCCC3C2=O)o1 (stereo not drawn)
→ -7	-2	0.2	-1	15	-13	-3	7	-2
CC(=O)Nc1cccc(C(=O)N2CCN(S(=O)(=O)c3ccc4ccccc4c3)CC2)c1
→ 4	0	1.3	-7	1	-4	-25	9	-2
CC1Cc2ccccc2N1C(=O)CSc1ncccc1C(=O)O (stereo not drawn)
→ -12	-5	1.0	5	26	-9	-3	3	-2
COC(=O)CCN1CCC(C(N)=O)CC1
→ -12	-8	0.0	-7	3	-8	-3	1	-3
COc1ccc(NC(=O)COC(=O)CCCOc2ccc(Cl)cc2Cl)cc1Cl
→ 12	-3	2.9	-17	13	7	-13	5	-8
CC1=C(C(=O)OC(C)C)C(c2ccc(O)cc2)NC(=O)N1 (stereo not drawn)
→ 6	-20	-0.3	0	-10	1	-4	10	-3
COc1ccc2c(c1OC)C(=O)N1c3ccccc3SC21 (stereo not drawn)
→ 6	-7	0.4	-2	1	-3	-29	9	-3
CC(=O)c1c(C)[nH]c(C(=O)NCc2ccc(C)cc2)c1C
→ -2	-19	0.7	-12	10	7	-12	12	1
CC(=O)N1c2ccc(S(=O)(=O)N3CCC(C(=O)NC4CCCCC4)CC3)cc2CC1C (stereo not drawn)
→ 2	1	-0.2	-6	-13	6	-10	0	-4
CCc1c(C(=O)N/N=C/c2ccco2)nnn1-c1nonc1N
→ -8	-8	0.2	-4	7	10	-3	10	3
CCOc1ccc(N2C(=O)/C(=C/c3ccccc3)N=C2SC)cc1
→ -29	-10	1.8	-7	-4	-8	13	6	-3
COc1cc(NC(=O)Cn2cnc3sc(C)c(S(=O)(=O)N4CCOCC4)c3c2=O)cc(OC)c1OC
→ -3	-12	1.9	-12	15	-21	-12	-1	-5
COc1ccc(S(=O)(=O)N2CCCOC2CNC(=O)C(=O)NCCCN2CCOCC2)cc1 (stereo not drawn)
→ -8	-3	0.3	-4	-22	4	3	0	-4
CCCC(=O)Nc1ccc(C2C(=O)c3ccccc3C2=O)cc1
→ -13	-9	0.9	2	21	-3	-6	1	-1
CCOC(=O)N1CCC(NC(=O)CN(c2ccc(C(C)C)cc2)S(=O)(=O)c2c(C)nn(C)c2C)CC1
→ -5	3	0.1	-3	-11	-7	-20	0	-4
OCCc1c[nH]c2ccc(C(F)(F)F)cc12
→ -6	-6	1.0	-14	2	-3	18	2	-5
COc1cccc(NS(=O)(=O)c2cc3c(cc2C)N(C(C)=O)CCO3)c1
→ -5	-9	0.2	-4	17	-10	-11	3	-3
N/C(=N\OC(=O)N1CCOCC1)c1ccc(Br)cc1
→ -5	-12	0.3	-7	10	2	-8	11	-7
COC(=O)c1ccc(S(=O)(=O)N2CCCN(Cc3ccccc3)CC2)n1C
→ -31	-14	3.8	3	23	-17	-12	2	-4
COc1ccc(/C(O)=C2/C(=O)C(=O)N(Cc3cccnc3)C2c2ccccn2)cc1 (stereo not drawn)
→ -15	-1	0.3	7	-7	16	3	9	0
CCCCc1nc2sc3c(=O)[nH]cnc3c2c2c1CCCC2
→ -23	-13	0.1	2	3	-6	13	-1	-4
COc1ccccc1NC(=O)c1ccccc1Nc1ccccc1
→ 18	8	0.1	3	13	-2	-7	4	-1
COc1ccc(-c2noc(CCC(=O)N3CCN(c4ccccc4Br)CC3)n2)cc1
→ 20	8	0.5	/	0	6	-12	2	2
CCc1ccc(N(CC(=O)O)S(=O)(=O)c2c(C)noc2C)cc1
→ 1	-2	-0.1	-3	3	-3	-2	0	-6
CCc1ccc(-c2cc(C(=O)NN3CCOCC3)c3ccccc3n2)cc1
→ 0	-6	1.2	-6	12	2	-12	12	-2
COc1ccc(CCCc2nnc(SCc3nc4ccccc4c(=O)[nH]3)n2C)cc1
→ 3	7	0.4	-10	-10	10	9	5	-15
CCOC(=O)N1CCN(C(=O)C2CCN(Cc3ccc(OC)cc3OC)CC2)CC1
→ 16	3	-0.7	-6	-3	12	-15	3	-13
Cc1c(NC(=O)CSc2nnc(-c3cccc(Cl)c3)o2)c(=O)n(-c2ccccc2)n1C
→ -8	-10	-0.2	-9	14	-10	-7	11	-3
Cn1c(O)c(N=NC(=O)CNC(=O)c2ccco2)c2ccccc21
→ 15	8	0.5	0	-8	6	-13	5	-5
Cc1cccc(C(=O)NNC(=O)c2cccc([N+](=O)[O-])c2)c1
→ 17	-7	-0.1	-4	3	0	-2	5	-5
O=C(NCCC1=CCCCC1)c1ccc([N+](=O)[O-])cc1
→ -10	-3	0.8	-1	5	-7	-13	3	-8
O=C(Nc1ccc2c(c1)OCO2)c1cncc(Br)c1
→ 1	-1	0.1	4	3	-10	-4	12	-2
CN(c1ccccc1)S(=O)(=O)c1cccc(NC(=O)CSc2nccc(=O)[nH]2)c1
→ -3	-2	-0.1	-5	-16	-4	-6	0	-2
CNc1ncc(C(=O)c2ccccc2)s1
→ 14	-1	0.0	-10	3	2	-5	3	-5
COC(=O)[C@H](C)NC(=O)NCc1ccc(S(N)(=O)=O)cc1
→ -16	-15	0.8	-4	5	-7	-2	5	0
CCOC(=O)Nc1nnc(-c2ccccc2OC)s1
→ 10	1	0.4	-4	20	-12	-15	18	-1
O=C(Nc1ccc2c(c1)OCCO2)N1CCN(c2ccc(F)cc2)CC1
→ -3	7	3.8	-2	17	8	4	4	2
O=C(N/N=C/c1cccnc1)c1ccc(NC(=O)c2ccccc2Cl)cc1
→ 50*	11	4.5	-8	10	12	-7	12	1
Cc1cccc(OCC(=O)N2CCc3ccccc3C2)c1
→ 18	12	0.2	-2	4	-6	-3	55*	-4
CC(C)N1CCc2c(sc(NC(=O)Cc3ccccc3)c2C(N)=O)C1
→ -4	-6	0.5	-7	11	0	-11	1	-7
Cc1ccc2[nH]c(C(=O)O)c(NC(=O)CN3CCN(c4cccc(C)c4C)CC3)c2c1
→ 2	-48	0.2	-5	16	-12	-8	5	1
CC(C)(C)S(=O)N1Cc2cc(=O)n(Cc3ccccc3)c(CCO)c2[C@H]1CCO (stereo partly drawn)
→ -6	-6	0.3	/	-4	-7	/	3	-2
C=CCC[C@H](Cc1ccc(F)cc1)C(=O)OC[C@@H](Cc1c[nH]c2ccccc12)NC(=O)[C@H](CC=C)CC(=O)NCCO
→ 51*	6	-0.2	-6	-10	-6	-27	14	-3
Cc1ccc(C(NC(=O)C2CCN(CCCOc3ccccc3)CC2)c2ccccn2)cc1 (stereo not drawn)
→ -3	12	0.3	/	-5	-2	/	2	-9
CCOC(=O)CNC(=O)N1CCCC(C(=O)c2cc(C)c(OC)c(C)c2)C1 (stereo not drawn)
→ -14	-1	0.1	-3	8	-1	3	1	-5
COc1cccc(NC(=O)C2CCCN2C(=O)NC2CCCCC2)c1 (stereo not drawn)
→ 4	6	0.7	-1	16	-1	-8	1	-3
CCOC(=O)CNC(=O)c1ccc(Cl)s1
→ -7	-3	0.6	3	4	-7	4	-1	-6
COc1ccc(NC(=S)Nc2ccc(OC(F)F)cc2)cn1
→ -2	11	3.0	-8	-7	-2	19	5	-2

Limited to OXTR potentiate, CHO-K1 Ca ag and CHO parental Ca (two entries from above):
compound	OXTR potentiate	CHO-K1 Ca ag	CHO parental Ca
Cc1c(NC(=O)CSc2nnc(-c3cccc(Cl)c3)o2)c(=O)n(-c2ccccc2)n1C	-9	-0.2	-7
Cc1ccc2[nH]c(C(=O)O)c(NC(=O)CN3CCN(c4cccc(C)c4C)CC3)c2c1	-5	0.2	-8

Rewritten as labelled records: entries from further up.
COc1cccc(NC(=O)C2CCCN2C(=O)NC2CCCCC2)c1 (stereo not drawn)
  TAAR1 antag = 4 | M1 antag = 6 | CHO-K1 Ca ag = 0.7 | OXTR potentiate = -1 | M1 PAM parental = 16 | CHO-K1 Ca antag = -1 | CHO parental Ca = -8 | TAAR1 ag = 1 | CHRM1 agonist = -3

O=C(Nc1ccc2c(c1)OCO2)c1cncc(Br)c1
  TAAR1 antag = 1 | M1 antag = -1 | CHO-K1 Ca ag = 0.1 | OXTR potentiate = 4 | M1 PAM parental = 3 | CHO-K1 Ca antag = -10 | CHO parental Ca = -4 | TAAR1 ag = 12 | CHRM1 agonist = -2

An excerpt from above in order of their number in OXTR potentiate, lowest first.
| smiles | TAAR1 antag | M1 antag | OXTR potentiate | TAAR1 ag | CHRM1 agonist |
| --- | --- | --- | --- | --- | --- |
| COc1ccc(NC(=O)COC(=O)CCCOc2ccc(Cl)cc2Cl)cc1Cl | 12 | -3 | -17 | 5 | -8 |
| Cc1c(NC(=O)CSc2nnc(-c3cccc(Cl)c3)o2)c(=O)n(-c2ccccc2)n1C | -8 | -10 | -9 | 11 | -3 |
| CCc1ccc(-c2cc(C(=O)NN3CCOCC3)c3ccccc3n2)cc1 | 0 | -6 | -6 | 12 | -2 |
| CCOC(=O)Nc1nnc(-c2ccccc2OC)s1 | 10 | 1 | -4 | 18 | -1 |
| O=C(NCCC1=CCCCC1)c1ccc([N+](=O)[O-])cc1 | -10 | -3 | -1 | 3 | -8 |
| COC(=O)c1ccc(S(=O)(=O)N2CCCN(Cc3ccccc3)CC2)n1C | -31 | -14 | 3 | 2 | -4 |
